tim10-1 inh: tim10-1 yeast growth inhibition; S. cerevisiae tim10-1 ts strain growth, BacTiter-Glo, 24 h; 330,000 tested, 2.2% active; inhibition, % at 20 µM;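 active = inhibition of at least 40%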;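 also: mutant grown at 25 °C; 0% = DMSO wells with yeast and 100% = wells holding no yeast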
XBP1 UPR activ: adaptive UPR (XBP1) activation | CHO-XBP1 luciferase reporter, IRE1-XBP1 UPR activation, luminescence; percent of tunicamycin response, DMSO as zero | activation, % at 20 µM | 330,000 tested, 0.33% active | AID 463104;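 active = versus positive control, 20 µM dose yields 30% or more activation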;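 also: 100% = tunicamycin at 10 µg/mL and 0% = DMSO only wells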
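incubation = overnight seeding at 37 °C, 6 h compound treatment at 37 °C | assay system = CHO-XBP1 cells stably carrying IRE1-XBP1-driven luciferase reporter | input = 1000 cells per well | detection = luciferase luminescence | dosing = single point, 20 µM final compound, 1% DMSO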
TIM10 inh: growth inhibitors of TIM10 yeast strain | AID 463195 | inhibition, % at 10 µM | S. cerevisiae TIM10 strain growth, BacTiter-Glo luminescence, 24 h | 330,000 tested, 1.4% active;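 active = inhibition of 40% or more at the single tested concentration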;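 also: wild-type TIM10 isogenic control strain grown at permissive 25 °C; 0% = DMSO yeast wells and 100% = minimal medium wells without yeast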
CHOP UPR activ: apoptotic UPR (CHOP) activation; activation, % at 10 µM; 330,000 tested, 0.34% active; CHO-CHOP luciferase reporter, luminescence; percent of tunicamycin response over DMSO baseline;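 active = at 10 µM dose, activation of 40% or more, normalized to positive control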;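 also: 100% = tunicamycin at 10 µg/mL and 0% = DMSO alone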
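System: CHO-CHOP luciferase reporter cell line; amount: 500 cells/well; buffer or medium: F12 medium containing 10% fetal bovine serum; incubation: 6 h compound exposure at 37 °C after overnight seeding; measured by: luciferase luminescence after 10 min with Steady-Glo reagent; evaluation: % reporter activation, DMSO baseline versus tunicamycin full activation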
APJ ag: agonists of human APJ apelin receptor | 330,000 tested, 0.11% active | AID 2520 | CHO-K1 APJ PathHunter beta-arrestin, luminescence; 0% DMSO wells, 100% apelin | P35414 | activation, % at 20 µM;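 active = activation more than six SD over the plate average, tested at 20 µM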;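 also: 0% = DMSO alone and 100% = apelin-13 at 10 nM; some results filed as inactive read as strong as hits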
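Test system – PathHunter CHO-K1 APJ (AGTRL-1) beta-arrestin reporter cells · Input – 1000 cells/well · Compound – single test compound dose, 20 µM final, 1% DMSO · Times – compound stimulation 90 min at 25 °C, detection 60 min · Technique – beta-gal luminescence · Read-out basis – APJ–arrestin association signal · Control set – negative DMSO alone, positive Apelin-13 at 10 nM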
CXCR6 block: CXCR6 (human) receptor inhibition; 360,000 tested, 0.36% active; CHO-K1 PathHunter CXCR6 beta-arrestin, luminescence; O00574; AID 602244; inhibition, % at 20 µM; in the data active = inhibition above about 34%, passing the limit was not always enough;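 also: antagonist mode with CXCL16 agonist at 10 nM final; 0% = 10 nM CXCL16 with DMSO and 100% = unstimulated wells without agonist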
tim23-1 inh: tim23-1 yeast growth inhibition | S. cerevisiae tim23-1 growth, BacTiter-Glo luminescence, 24 h | inhibition, % at 20 µM | 330,000 tested, 1.3% active | AID 463212;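 active = growth inhibition of the mutant yeast at or above 50%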;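 also: temperature-sensitive mutant grown at 25 °C; plate controls were DMSO-treated mutant yeast for no effect and medium wells lacking yeast for full effect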
APJ antag: blocks the human apelin receptor APJ; P35414; CHO-K1 APJ beta-arrestin complementation, luminescence; inhibition, % at 20 µM; 330,000 tested, 0.32% active;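 active = inhibition above about 40% at 20 µM, limit read from the data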;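 also: cells challenged with 10 nM apelin-13 agonist together with compound; plate controls were apelin-13 plus DMSO wells for no effect and DMSO wells lacking apelin-13 for full effect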
Mdm2 MdmX PPI: human Mdm2/MdmX binding inhibition. inhibition, % at 8 µM. O15151+Q00987. 330,000 tested, 3% active. SaOS-2 split-luciferase Mdm2/MdmX complementation, luminescence;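 active = inhibition of at least 50% at 8 µM in the primary screen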
Target sequence (O15151 whole entry, looked up): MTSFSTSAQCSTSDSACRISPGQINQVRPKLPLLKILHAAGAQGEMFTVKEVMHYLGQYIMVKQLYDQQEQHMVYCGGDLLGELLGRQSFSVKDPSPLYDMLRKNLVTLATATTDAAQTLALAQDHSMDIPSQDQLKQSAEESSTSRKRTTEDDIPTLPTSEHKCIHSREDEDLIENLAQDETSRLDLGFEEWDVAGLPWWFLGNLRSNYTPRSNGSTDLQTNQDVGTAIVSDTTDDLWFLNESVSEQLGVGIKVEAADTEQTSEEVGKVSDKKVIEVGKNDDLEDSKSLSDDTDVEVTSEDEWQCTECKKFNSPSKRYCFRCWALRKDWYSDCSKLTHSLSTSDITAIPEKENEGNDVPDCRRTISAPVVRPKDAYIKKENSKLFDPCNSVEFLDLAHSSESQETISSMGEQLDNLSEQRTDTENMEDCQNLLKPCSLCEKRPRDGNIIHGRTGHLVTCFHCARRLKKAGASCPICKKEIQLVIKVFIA
Target sequence (Q00987 whole entry, looked up): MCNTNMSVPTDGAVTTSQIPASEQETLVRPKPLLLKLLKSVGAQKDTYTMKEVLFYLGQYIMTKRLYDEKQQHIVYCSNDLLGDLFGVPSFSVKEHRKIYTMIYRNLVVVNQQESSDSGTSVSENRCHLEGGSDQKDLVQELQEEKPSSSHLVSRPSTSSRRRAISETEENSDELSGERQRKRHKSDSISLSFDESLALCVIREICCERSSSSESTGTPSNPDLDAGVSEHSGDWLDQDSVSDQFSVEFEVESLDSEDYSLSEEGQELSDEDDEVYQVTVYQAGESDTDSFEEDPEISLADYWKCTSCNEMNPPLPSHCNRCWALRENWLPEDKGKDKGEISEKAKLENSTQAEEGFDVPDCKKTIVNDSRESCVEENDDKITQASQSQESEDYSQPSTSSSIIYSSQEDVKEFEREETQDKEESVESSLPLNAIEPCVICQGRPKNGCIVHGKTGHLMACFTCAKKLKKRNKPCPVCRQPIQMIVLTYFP
Starred values were filed as active, the others as inactive; · = not tested or not shown.

SMILES	tim10-1 inh	XBP1 UPR activ	TIM10 inh	CHOP UPR activ	APJ ag	CXCR6 block	tim23-1 inh	APJ antag	Mdm2 MdmX PPI
Cc1ccc(S(=O)(=O)N2CCOC2CNC(=O)C(=O)NCCCc2ccccc2)cc1 (stereo not drawn)	-4.2	-5.8	12.3	1.4	4.0	2.6	25.2	-3.8	23.5
COc1ccc(Cc2nc3ccc(C(=O)NCC4CCOCC4)cc3o2)cc1OC	-12.6	0.9	0.1	5.1	-2.6	2.7	-11.4	-10.0	5.6
CCc1ccc(-n2c(=S)sc3c(=O)n(-c4ccccc4OC)c(=S)[nH]c32)cc1	10.7	-0.3	-1.1	0.0	-2.1	-7.0	11.1	14.5	16.0
O=C(Nc1ccccc1)c1cc2ccccc2o1	-8.7	-4.3	-5.1	0.6	-3.8	-17.2	35.4	-14.3	-190.7
Cc1cccc(NC(=O)CSc2n[nH]c(-c3ccncc3)n2)c1C	5.8	-5.0	0.0	-0.9	1.9	-3.2	0.7	-16.9	0.3
COc1ccccc1C(=O)C1CCCN(C(=O)C2=CC(=O)CC(C)(C)O2)C1 (stereo not drawn)	3.9	-1.2	8.9	-1.1	-3.0	2.7	12.9	15.1	16.8
O=C(NCc1ccco1)C(=O)NCC1OCCCN1S(=O)(=O)c1ccc(F)cc1 (stereo not drawn)	7.7	-2.0	6.8	1.4	-2.4	-3.2	24.2	-16.7	-0.3
CC1CN(C(C)C)C(C)CC1OC(=O)c1ccccc1 (stereo not drawn)	-4.9	-3.9	-1.6	0.5	1.3	1.8	-11.4	15.3	16.9
CCc1c(O)nc(SCC(=O)Nc2ccccc2OC)n(-c2ccccc2C)c1=O	-9.6	-2.3	2.5	-1.9	-1.2	-8.4	12.7	7.7	3.6
O=C(NCc1ccc(Cl)cc1)NCC(F)(F)F	-1.8	-3.2	8.5	-0.6	-3.9	-7.8	15.6	-7.0	-30.4
CN(C)c1ncc(S(=O)(=O)c2ccc(Cl)cc2)c(-c2ccccc2)n1	19.0	-0.7	19.1	0.1	-1.9	8.9	31.2	-4.7	21.7
O=C1C[C@H]2CCCCC(=O)N3CC[C@@H](C1)[C@@H]23	-5.3	-1.0	-2.9	1.6	·	-2.0	15.9	·	-22.5
O=C1NC(Cc2c[nH]c3ccccc23)C(=O)N1CCOc1ccccc1 (stereo not drawn)	1.4	-1.3	12.8	0.4	12.2	-5.8	10.2	-10.3	18.8
O=C(c1cc(COc2ccc(F)cc2Cl)on1)N1CCCCCC1	37.1	-3.7	-3.6	10.2	-4.4	0.3	48.8	21.8	-158.1
CC1CCC/C=C/C(=O)c2c(O)cc(O)cc2CC(=O)O1 (stereo not drawn)	54.5*	-6.3	40.0*	54.8*	-6.7	5.7	53.3*	3.2	100.3*
CCCCCN(C(=O)CCC(=O)OCC(=O)N1CCCC(C)C1)c1c(N)n(CCCC)c(=O)[nH]c1=O (stereo not drawn)	-9.8	-2.8	-1.8	1.0	-8.6	7.3	5.7	-6.5	11.8
CC1(C)NC(=O)N(CC(O)CN2C(=O)CCC2=O)C1=O (stereo not drawn)	11.3	0.6	2.6	-0.9	-2.3	0.7	3.5	-0.6	18.2
O=c1[nH]c(Cc2ccc(F)cc2)nc2scc(-c3ccc(F)cc3)c12	-1.1	3.8	-2.7	3.9	6.0	-5.7	16.5	-15.2	-16.7
CCCn1c(N)c(N2CCCCC2)c(=O)n(CC(=O)Nc2ccc(OC(F)(F)F)cc2)c1=O	-15.6	-5.6	6.8	-2.5	-1.4	4.6	2.6	-2.9	-17.2
S=C1NC2=C(CCCC2=C2SCCCS2)C(c2ccccc2)N1 (stereo not drawn)	38.4	-3.8	23.4	-4.1	-4.6	1.6	19.4	33.8	25.5
Nc1cc(N)nc(SCCOc2ccccc2F)n1	21.3	3.5	-3.1	6.6	7.6	-12.0	8.7	-14.2	-61.7
CS(=O)(=O)c1ccc(Cl)c(NC(=O)CN2CCN(C(=O)c3cccs3)CC2)c1	-2.9	-1.2	-18.3	0.8	-1.2	1.2	-5.3	2.3	22.4
COc1ccc(N(C)C(=O)c2cc3c(s2)-c2ccc(Cl)cc2S(=O)(=O)C3)c(OC)c1	1.2	9.9	-0.5	2.9	1.0	-5.9	9.1	1.5	55.5*
COc1cccc(NS(=O)(=O)c2c(C)n(C)c(=O)n(C)c2=O)c1	10.2	-1.3	-9.1	0.7	4.1	-6.1	12.6	-9.3	7.7
COc1ccc(CC(C)Nc2ccccc2F)cc1 (stereo not drawn)	-18.8	-3.8	-5.7	-0.9	-4.2	-4.9	0.6	-19.9	0.4
Cn1cc(/C=N/NC(=O)COc2ccccc2[N+](=O)[O-])c2ccccc21	29.5	1.6	25.5	1.7	-0.8	-1.8	14.5	1.5	5.0
Oc1ccc2cc(Br)ccc2c1CN1CCCC1	34.8	-2.5	21.9	0.5	-2.0	-17.5	23.3	-14.1	27.4
COCCCn1c(SCC(=O)Nc2ccc(NC(=O)c3ccco3)c(OC)c2)nc2ccccc2c1=O	1.2	0.4	0.2	-0.4	0.2	4.0	-10.8	2.0	19.1
CC1CCCC(C)N1C(=O)CNCc1ccc2c(c1)OCO2 (stereo not drawn)	13.1	-3.2	1.3	1.7	-1.7	-0.2	18.8	15.4	7.6
COC(=O)C1=C(C)N=C2SCCC(=O)N2C1c1cc(Br)ccc1OC (stereo not drawn)	21.1	-4.1	27.3	-0.7	-1.8	7.2	23.4	-5.0	4.0
CC[C@]12c3[nH]c4ccccc4c3CCN1C(=O)C(CC(=O)NCc1cccc(C(F)(F)F)c1)C[C@@H]2C(=O)N1CCN(C(=O)c2ccco2)CC1 (stereo partly drawn)	-3.6	-1.9	5.7	13.3	-1.2	25.4	-0.1	-0.5	10.4
Cc1ccc(Cl)cc1NC(=O)C(=O)N/N=C/c1ccc2c(c1)OCO2	26.8	-2.4	3.8	0.8	-4.7	-9.2	0.7	-5.6	-3.5
Cc1ccc(NC2=C(Cl)C(=O)OC2OC(C)C)cc1 (stereo not drawn)	13.1	-0.1	16.6	1.3	-4.2	-3.4	23.4	-8.8	12.0
CCOc1ccc(CCNC(=O)CCS(=O)(=O)c2ccc(C)cc2)cc1OCC	14.7	1.7	10.3	4.0	-3.1	2.4	22.0	10.6	22.6
CS(=O)(=O)CCC(C(=O)n1nnc2ccccc21)N1C(=O)c2ccccc2C1=O (stereo not drawn)	10.8	-2.1	-10.4	1.7	4.9	3.3	12.2	-1.1	-11.4
Cc1nc(-c2ccc(C(=O)O)cc2)cs1	11.7	-0.6	-16.9	-0.9	-3.8	1.2	-0.3	11.1	20.1
O=C(Nc1ncc(Cc2ccc(SC(F)F)cc2)s1)c1ccccc1	14.4	16.2	30.4	1.3	0.6	-3.5	6.9	-8.7	29.9
CCOc1ccc(-c2nc(CS(=O)(=O)CC(=O)NCc3ccc(F)cc3)c(C)o2)cc1	-1.0	1.0	9.7	1.0	-3.7	-1.4	10.5	-3.7	16.2
Cc1nn(Cc2ccccc2)c(Cl)c1C(=O)NCc1ccc(C)n1C	21.3	1.7	14.1	-2.4	-3.4	3.2	-3.2	16.3	-2.9
CCOC(=O)c1cn(Cc2ccc(Br)cc2)nn1	25.1	0.0	5.6	1.9	1.2	-1.4	16.5	7.9	0.0

Profiles from above.
`CS(=O)(=O)CCC(C(=O)n1nnc2ccccc21)N1C(=O)c2ccccc2C1=O` (stereo not drawn) in the list: tim10-1 inh = 10.8; XBP1 UPR activ = -2.1; TIM10 inh = -10.4; CHOP UPR activ = 1.7; APJ ag = 4.9; CXCR6 block = 3.3; tim23-1 inh = 12.2; APJ antag = -1.1; Mdm2 MdmX PPI = -11.4
`COCCCn1c(SCC(=O)Nc2ccc(NC(=O)c3ccco3)c(OC)c2)nc2ccccc2c1=O` in the list: tim10-1 inh = 1.2; XBP1 UPR activ = 0.4; TIM10 inh = 0.2; CHOP UPR activ = -0.4; APJ ag = 0.2; CXCR6 block = 4.0; tim23-1 inh = -10.8; APJ antag = 2.0; Mdm2 MdmX PPI = 19.1
`COc1ccc(CC(C)Nc2ccccc2F)cc1` (stereo not drawn) in the list: tim10-1 inh = -18.8; XBP1 UPR activ = -3.8; TIM10 inh = -5.7; CHOP UPR activ = -0.9; APJ ag = -4.2; CXCR6 block = -4.9; tim23-1 inh = 0.6; APJ antag = -19.9; Mdm2 MdmX PPI = 0.4

Next structures follow:
SMILES	tim10-1 inh	XBP1 UPR activ	TIM10 inh	CHOP UPR activ	APJ ag	CXCR6 block	tim23-1 inh	APJ antag	Mdm2 MdmX PPI
C/C(=N/NS(=O)(=O)c1ccc(Cl)cc1)c1cccc(NC(=O)c2ccc(Cl)cc2Cl)c1	15.3	-3.2	13.2	1.7	-3.1	-0.5	12.7	-12.8	-10.3
CCCCc1ccc(/C=C2\C(=O)ON=C2c2ccccc2)s1	40.0*	0.1	17.9	-1.7	-3.9	-5.4	21.3	-4.5	5.4
COc1cccc(CN(C)c2nc(-c3cccs3)nc3ccccc23)c1	32.9	-0.6	20.6	-0.8	-5.0	4.1	9.6	-2.1	2.6
CCN1CCN(C(=S)c2ccc(OCC(=O)NCc3ccccc3)cc2)CC1	-9.2	3.0	-4.1	0.8	-3.5	-4.1	10.2	3.2	3.5
CCN1CCN(c2nc(Nc3cc(OC)ccc3OC)nc(Nc3cc(OC)ccc3OC)n2)CC1	-4.8	9.9	0.5	5.4	3.4	-14.3	4.3	7.5	56.2*
CCOc1ccc2nc(SCC(=O)c3cccs3)sc2c1	16.9	5.4	15.5	5.6	24.8	-10.2	11.2	-22.3	-179.3
COc1cccc(/C=C2\SC(=S)N(C(C)C(=O)NC3C=CS(=O)(=O)C3)C2=O)c1 (stereo not drawn)	36.3	-5.5	10.3	1.5	-2.1	-12.3	29.7	0.4	23.6
O=C(COC(=O)Cn1cnc2ccccc21)NCc1ccc(F)cc1	-13.0	-3.7	-10.4	1.9	-2.8	9.3	-5.8	12.6	7.5
Cc1ccc(C)c(-c2csc(NC(=O)C3=COCCO3)n2)c1	19.5	2.4	13.4	0.1	5.2	-2.0	28.7	2.1	2.0
COc1ccccc1C(=O)NC(CCSC)C(=O)NC1CCCCCC1 (stereo not drawn)	6.0	-0.6	12.6	-1.4	0.7	6.0	16.1	2.8	18.3
O=C(O)c1ccccc1NC(=O)C(Cc1ccccc1)N1C(=O)c2ccccc2C1=O (stereo not drawn)	12.3	-4.4	24.7	0.0	-2.0	-4.9	3.4	13.6	12.0
CC(=O)N1CCN(c2ccc(NC(=O)/C=C/c3ccccc3)cc2)CC1	6.8	0.4	19.5	-1.6	-2.9	-2.4	-0.5	17.5	16.2

Assay outcomes from PubChem.

Not all compounds are listed (hit frequency here may not be typical).
